bovine MsrA act = activates bovine MsrA enzyme; purified bovine MsrA, absorbance read-out; AID 602163; activation, % at 10.6 µM; hit rate 0.3% among 360,000; in the data active means activation above about 7.5%;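 further: 0% = vehicle and 100% = reference activator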
FAS-TE inh = FAS thioesterase (human) inhibition. P49327. recombinant FAS-TE, OMFH fluorogenic substrate, fluorescence endpoint. inhibition, % at 15 µM. hit rate 0.67% among 360,000;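 active means compounds whose normalised, plate-corrected inhibition of enzyme fluorescence in the single-dose primary screen is 50% or more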;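 further: 0% = DMSO with enzyme and 100% = substrate without enzyme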
MsrA inh = bovine MsrA inhibition. purified bovine MsrA, absorbance read-out. inhibition, % at 15.5 µM. hit rate 0.75% among 360,000. AID 651718; in the data active means inhibition above about 4.5%;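 further: 0% = vehicle wells with enzyme and 100% = reference inhibitor wells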
Rin1 Abl inh = human Rin1-Abl interaction inhibition. P00519+Q13671. TR-FRET Rin1/Abl binding, biochemical. inhibition, % at 7.35 µM. hit rate 0.4% among 360,000. AID 588664; in the data active means inhibition above about 5%, passing the limit was not always enough
NRP1-CendR mod = alters CendR peptide binding to human NRP-1; hit rate 0.85% among 360,000; O14786; inhibition, % at 25 µM; AID 602438; FAM-RPARPAR peptide binding to NRP-1, fluorescence polarization;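 active means inhibition or corrected inhibition above about 18%, plus a signal ratio from 0.5 to 1.5, limit read from the data, passing the limit was not always enough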; further: strong numbers were not always called active
eLon inh = inhibits E. coli Lon protease; P0A9M0; purified E. coli Lon protease, fluorescence polarization; inhibition, % at 7.94 µM; hit rate 0.42% among 360,000; in the data active means inhibition above about 13%, passing the limit was not always enough;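 further: 0% = enzyme with probe and DMSO and 100% = no enzyme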
MT1-MMP act inh = inhibitors of human MT1-MMP activation | P50281 | HT1080 RFP-PRO-GFP cells, GFP/RFP ratio fluorescence, overnight; percent of plate control window, DMSO zero | GFP/RFP ratio change, % at 20 µM | hit rate 0.061% among 360,000;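 active means GFP/RFP ratio change of at least 30% with cell ATP level not reduced by more than half and red fluorescence within 50% of control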; further: strong numbers were not always called active
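system = RFP-PRO-GFP reporter HT1080 cells | dosing = 20 µM single dose, 1% DMSO | timing = overnight cell settling, then overnight compound exposure, 37 °C, 5% CO2 | read-out basis = GFP/RFP fluorescence ratio | controls = DMSO and RFP-L50D-GFP cell wells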
Neddyl block = cullin neddylation inhibition. calls only at 25 µM. hit rate 0.58% among 360,000. TR-FRET cullin neddylation, biochemical. AID 651699; in the data active means inhibition above about 36%
SKN-1 block = blocks SKN-1 activity in C. elegans. inhibition, % at 21.8 µM. C. elegans VP596 Pgst-4::GFP/RFP ratio, acrylamide-induced, 24 h. hit rate 0.49% among 360,000;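 active means interference check ratio from 0.5 to 1.5 plus GFP to RFP signal ratio inhibition reaching or exceeding a fixed threshold, cut at about 30% in these data, passing the limit was not always enough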; further: some compounds called inactive have numbers as strong as hits
* hit, by the source's call; i = inactive; / = not tested or not shown; & = joins results of further samples.

SMILES	bovine MsrA act	FAS-TE inh	MsrA inh	Rin1 Abl inh	NRP1-CendR mod	eLon inh	MT1-MMP act inh	Neddyl block	SKN-1 block
CCOc1cccc(CN2CCC(Oc3ccc(C(=O)N4CCCC4)cc3)CC2)c1	0	-8	-0.5	0	-3	-4	-5	i	-16
COc1ccc(-n2c(SCC(=O)Nc3cc(C)on3)nc3c([nH]c4ccccc43)c2=O)cc1	0	8	-0.5	-4	-11	0	-4	i	11
C=CCNC(=O)CSc1nc2sc(C)c(C)c2c(=O)[nH]1	-6	-9	0.3	0	-8	3	1	i	-13
CN(CC(=O)Nc1ccc(F)c(Cl)c1)S(=O)(=O)c1cccc2nsnc12	-10	8	-0.1	2	4	1	2	i	-33
Cc1ccc2nc(N(CCCN(C)C)C(=O)CCc3ccccc3)sc2c1	-3	9	-1.8	-1	3	-16	-1	i	4
O=C(Nc1ccc(-c2cn3c(n2)SCC3)cc1)c1ccco1	-5	-2	1.6	0	-9	3	-2	i	2
CCN(CC)C(=O)Cn1cc(C(=O)C(=O)NCCCN2CCOCC2)c2ccccc21	-4	-5	3.3	1	4	5	-2	i	13
CN(C)c1c2ccccc2nc2c(F)c(F)c(F)c(F)c12	-5	-2	/	0	-8	-9	-8	/	22
O=C(CN1CCOc2ccccc21)NC1CCCCCCC1	2	-1	-0.5	-2	-13	-7	-1	i	10
O=C(Nc1ccccc1)/C(=C/c1ccc(O)cc1)NC(=O)c1ccco1	-3	-3	3.8	-1	5	1	0	i	12
Cc1ccc(C(=O)CSc2nc3ccccc3o2)cc1	-6	17	-0.9	1	4	2	3	i	6
CCOC(=O)c1c(NC(NC(=O)C(C)C)C(Cl)(Cl)Cl)sc2c1CCC2 (configuration not stated)	-4	18	-0.5	6	-18	-6	-46	i	4
CCOC(=O)c1c(C)[nH]c(C(=O)COC(=O)CNC(=O)C2CCCCC2)c1C	-5	-6	-0.4	-2	-8	-15	-5	i	-5
Cc1ccc2cc(CN(CCCN(C)C)C(=O)NCc3ccccc3)c(=O)[nH]c2c1C	-1	-1	1.2	3	38*	-8	-11	i	8
Cc1ccc(N2C(=O)CC(Sc3nc4ccccc4o3)C2=O)cc1Cl (configuration not stated)	1	28	-1.0	0	-4	-7	2	i	5
COc1cc2nc(Cl)nc(NCCO)c2cc1OC	-4	-4	0.1	1	3	1	6	i	3
CC(OC(=O)CCNS(=O)(=O)c1ccc(Cl)cc1)C(=O)N(C)Cc1ccccc1 (configuration not stated)	-1	3	-0.5	-6	6	-3	2	i	3
CC(N=C(NC#N)Nc1ccncc1)C(C)(C)C (configuration not stated)	-7&-2	-8&-2	-0.9&2.2	0&-2	2&7	-3&-5	5&-2	i	-8&-9
CCOC(=O)N1CCN(S(=O)(=O)N2CCCC(C(=O)NCCCN3CCCCC3CC)C2)CC1 (configuration not stated)	1	-6	0.3	0	14	-3	0	i	8
CCn1c(CNC(=O)COc2ccc(C(C)C)cc2)nnc1SCC(=O)Nc1ccc(F)cc1	2	20	0.0	5	-4	0	-8	i	1
Cc1ccccc1-n1c(=O)cc(NCc2ccc3c(c2)OCO3)[nH]c1=O	-2	0	0.1	2	2	5	4	i	11
CCC1(c2ccccc2)NC(=O)N(CC(=O)Nc2cccnc2Cl)C1=O (configuration not stated)	-6	-6	1.9	2	-5	6	0	i	-11
O=C(CSc1nccc(=O)[nH]1)NC1CCCCCCC1	-1	-9	-0.6	1	-8	-2	1	i	-16
COC(=O)c1ccc(/C=C/c2c(-c3ccsc3)sc3ccccc23)cc1	-4	22	4.1	-2	-16	-5	6	i	9
CC1CCCCN1S(=O)(=O)c1ccc(C(=O)Nc2ccccc2-c2nc3ccccc3s2)cc1 (configuration not stated)	-1	37	0.4	-1	-10	4	0	i	4
Cc1c(C(=O)Nc2ccc(F)cc2)c2ccccn2c1CCc1ccncc1	-8	2	1.8	5	2	-14	-8	/	16
c1csc(-c2nc(-c3ccc(-c4ccon4)s3)no2)c1	-2	1	0.0	0	-12	5	4	i	46*
Cc1ccccc1CC1(CO)CCCN(C(=O)c2cccc(Cl)c2)C1 (configuration not stated)	-8	6	0.5	-1	7	16	-2	i	-14
COc1ccc(CC(=O)OCC(=O)Nc2cccc(C(C)=O)c2)cc1OC	-4	-8	0.6	2	0	-6	1	i	3
COCCNC(=O)C1(C)CCN(C(=O)/C=C/c2ccccc2)C1 (configuration not stated)	0	-8	-1.1	2	5	-9	-1	i	10
Cc1ccc(CNC(=O)c2cc3cc(Br)ccc3oc2=N)cc1	-1	-2	0.3	0	1	-10	-3	i	26
CCN(c1ccc(OC)cc1)S(=O)(=O)c1nnc(NC(=O)COc2ccc(F)cc2)s1	1	0	-1.0	4	-6	-11	13	i	5
Clc1cccc(-c2ccc(C=Nc3ccc(N4CCOCC4)cc3)o2)c1Cl	0	8	0.4	-17	-2	9	-4	i	2
CC(=NNC(=O)c1cccc(S(=O)(=O)N2CCCC2)c1)c1ccccc1	-2	0	0.4	0	2	-22	-1	i	14
O=C(COc1ccc([N+](=O)[O-])cc1)NNC(=O)C1COc2ccccc2O1 (configuration not stated)	-1	10	1.2	-2	1	6	1	i	16
CCOC(=O)/C(C#N)=C\c1c(C)cc(C)c(COC(C)=O)c1C	-3	5	0.7	0	2	0	1	i	-15
COc1ccc(-n2c(=O)cc(N3CCN(Cc4ccccc4)CC3)[nH]c2=O)cc1	-1	-4	0.8	2	-9	5	0	i	9
COc1ccc(CCC(=O)OCC(=O)Nc2sccc2C(N)=O)cc1OC	-1	-4	0.2	1	15	1	11	i	-8
O=C(C=Cc1ccc2c(c1)OCO2)C=Cc1ccc2c(c1)OCO2	-4	-1	0.7	-3	-7	-25	1	i	8
CCOC(=O)C1=C(C)NC(=S)N(C(C)=O)C1c1ccc(Cl)cc1 (configuration not stated)	-9	2	0.8	3	-3	16	1	i	-11
COc1ccccc1NC(=O)CCC(=O)c1ccc(-c2ccccc2)cc1	-14	3	-2.1	-3	-34	-4	-3	i	-9
Cc1cc(NC(=O)c2ccc([N+](=O)[O-])cc2)no1	-4	0	-0.5	1	10	1	-1	i	1
CCOc1ccc(-n2c(SCC(=O)Nc3ccccc3C)n[nH]c2=O)cc1	-5	-5	-0.2	6	7	-2	-5	i	-3
Cc1ccc(S(=O)(=O)N(C)CC(=O)OCC(=O)c2c(N)n(C)c(=O)n(C)c2=O)cc1	-11	-3	0.3	1	10	-1	-3	i	-12
CN(C)CCCNC(NC(=O)c1cccs1)C(Cl)(Cl)Cl (configuration not stated)	-6	-10	-1.6	0	6	-7	-6	i	3
Cc1cc(SCC(=O)c2ccc(Cl)cc2)nc(=O)[nH]1	-1	-2	2.9	0	-38	-52	-9	i	3
CC(C)C(=O)Nc1ncc(Cc2ccccc2Cl)s1	0	-2	-0.5	2	-7	0	-2	i	-1
Cc1nc2c(cc1C(=O)N/N=C/c1ccc([N+](=O)[O-])cc1)c(=O)n(C)c(=O)n2C	-2	-10	0.0	-1	20	6	2	i	4
CCOC(=O)c1c(C)[nH]c(C(=O)COC(=O)/C=C/c2ccc(OCC#N)c(OC)c2)c1C	-3	4	0.8	-1	-8	-9	0	i	5
O=C(NC1CCCCC1)C1c2ccccc2OCC(=O)N1C1CC1 (configuration not stated)	-5	-4	-0.1	/	4	-4	2	i	-11
Next part:
SMILES	bovine MsrA act	FAS-TE inh	MsrA inh	Rin1 Abl inh	NRP1-CendR mod	eLon inh	MT1-MMP act inh	Neddyl block	SKN-1 block
O=c1[nH]c(=O)n2c(c1-c1ccccc1)OC(CBr)C2 (configuration not stated)	-4	-3	0.3	1	-13	-5	5	i	4
O=C(c1c(F)cccc1F)N1CCC(O)(c2cccnc2)CC1	-3	-4	0.2	-2	0	-2	0	i	-2
COc1ccc2c(=O)cc(CO)oc2c1	0	-11	-0.5	1	24	-3	-1	i	-1
Cc1nnc(C)n1N	-5	-5	-1.4	-2	9	8	-2	i	-4
C[C@@H](NC(=O)c1coc(=O)c(Br)c1)c1ccccc1	-3	4	4.8*	-4	9	-4	2	i	-10
C/C=N/NC(=O)CCCC(=O)N/N=C/C	-4	-8	0.1	2	15	-5	0	i	10
Cc1n[nH]c(=S)c2nn(-c3ccccc3F)c(C)c12	-7	-9	2.6	-79	13	1	-3	i	-5
CCOC(=O)c1ccc(COC(=O)CCc2nc3ccccc3[nH]c2=O)o1	-4	-7	0.9	0	-2	2	0	i	-11
O=C1C=C(Nc2ccc(F)cc2)c2ccccc2C1=O	3	22	-0.3	-6	20	-5	4	i	19
Cc1nnsc1-c1c(C(=O)N2CCOCC2)c(C)nn1-c1ccc(Cl)cc1	-1	-4	1.9	-1	-8	1	-3	i	-1

Complete entries as entered above. Order of values: bovine MsrA act | FAS-TE inh | MsrA inh | Rin1 Abl inh | NRP1-CendR mod | eLon inh | MT1-MMP act inh | Neddyl block | SKN-1 block
C[C@@H](NC(=O)c1coc(=O)c(Br)c1)c1ccccc1 across the screens: -3 | 4 | 4.8* | -4 | 9 | -4 | 2 | i | -10
O=C(c1c(F)cccc1F)N1CCC(O)(c2cccnc2)CC1 across the screens: -3 | -4 | 0.2 | -2 | 0 | -2 | 0 | i | -2
Cc1nnc(C)n1N across the screens: -5 | -5 | -1.4 | -2 | 9 | 8 | -2 | i | -4
O=c1[nH]c(=O)n2c(c1-c1ccccc1)OC(CBr)C2 (configuration not stated) across the screens: -4 | -3 | 0.3 | 1 | -13 | -5 | 5 | i | 4
O=C1C=C(Nc2ccc(F)cc2)c2ccccc2C1=O across the screens: 3 | 22 | -0.3 | -6 | 20 | -5 | 4 | i | 19

New compounds follow
SMILES	bovine MsrA act	FAS-TE inh	MsrA inh	Rin1 Abl inh	NRP1-CendR mod	eLon inh	MT1-MMP act inh	Neddyl block	SKN-1 block
COc1ccc(CC(=O)NCc2csc(-c3cccs3)n2)cc1OC	-2	-1	3.6	-1	2	-9	7	i	2
CC(=O)N1CCN(CCN(CC2C(C)C=C(C)CC2C)C(C)=O)CC1 (configuration not stated)	1	-4	0.4	1	16	-3	-4	i	-7
O=C(NC(c1ccc(F)cc1)c1ccc2ccccc2n1)C1CCN(CCOc2ccc(Cl)cc2)CC1 (configuration not stated)	-5	15	0.5	0	4	-8	-1	i	12
CCSC1(SCC)N=C(N)C2(C#N)C(c3ccccc3)NC(C)=CC12C#N (configuration not stated)	-13	-2	0.3	3	11	4	-7	i	-18
Clc1ccc(COn2c(-c3ccccc3)nc3ccccc32)cc1	-8	20	-0.1	-2	3	3	-7	i	0
O=C(CN1CCOCC1)NNC(=S)Nc1ccc(Cl)cc1	-2	-6	-0.8	0	-2	-11	-1	i	-2
O=C(Nc1nnc(-c2ccc3c(c2)CCCC3)o1)c1c(F)cccc1F	-8	-1	-0.4	-2	-10	-8	5	i	-13
Cc1ccc(/C=C/C(=O)NC2CCS(=O)(=O)C2)cc1 (configuration not stated)	-4	-3	-0.5	2	6	-4	0	i	-3
COc1ccc(OC)c(/C=C2\SC(=S)N(C(C(=O)O)c3ccccc3)C2=O)c1 (configuration not stated)	-3	0	1.4	1	-206	-100	-10	i	4
COCCNC(=O)C(c1ccc(C)cc1)N(CCOC)C(=O)CCC(=O)Nc1ccccn1 (configuration not stated)	-3	-8	0.6	-1	3	0	2	i	14
N#CC1=C(N)Oc2n[nH]c(-c3ccccc3)c2C1c1cccnc1 (configuration not stated)	-2	1	0.3	2	1	-2	-1	i	28
COc1ccc(C2=NN(c3nc4ccccc4s3)C(=O)C2)cc1	0	2	-0.2	-3	4	9	4	i	-14
COc1cc(OC)c([N+](=O)[O-])cc1/C=N/NC(=O)c1ccncc1	-2	-2	4.1	1	21	0	2	i	3
C[C@@H]1CN([C@H](C)CO)C(=O)CCCn2nncc2CO[C@@H]1CN(C)C(=O)c1cc(-c2ccccc2)on1	-5	-6	1.0	0	-9	3	-2	i	-8
COc1ccc(CN2C(=O)c3ccccc3C(/C=N\OCc3ccc(F)cc3)C2=O)cc1 (configuration not stated)	-5	8	0.0	-3	-1	4	-3	i	8
